GPR55 beta-arrestin = selective activators of receptor GPR55 – imaging, U2OS cells, beta-arrestin-GFP redistribution, primary screen (AID 1961) | U2OS GPR55 beta-arrestin-GFP redistribution imaging; higher % means a stronger effect | actives 0.048% (n = 290,000) | activation, % at 10 µM, or EC50 in µM where a hit was titrated;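 active means activation above 40% with more than 50 cells counted in the well; inconclusive means wells holding fewer than 50 cells, flagged as toxic or sparse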;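 further: U2OS osteosarcoma cells stably expressing GPR55 and beta-arrestin-GFP; plate controls were DMSO negative control for no effect and LPI positive control for full effect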
PhoP inhibition = inhibitors of PhoP regulon expression, primary screen, Salmonella Typhimurium, GFP reporter (AID 1863) | inhibition, % at 50 µM; hits with a dose series show IC50 in µM | S. Typhimurium PhoP-regulated promoter GFP reporter, 4 h; higher % means a stronger effect | actives 0.16% (n = 300,000);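 active means inhibition over 29.93%, a cutoff 3 SD above the screen mean, later confirmed by dose response; inconclusive means inhibition over 29.93% but no dose response follow-up; inactive means inhibition at most 29.93% or unconfirmed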;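 further: 0% = low Mg2+ inducing control and 100% = high Mg2+ repressing control; strong numbers were not always called active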
GPR35 antagonists = GPR35 antagonists blocking zaprinast-driven arrestin recruitment, primary screen, imaging, U2OS, beta-arrestin-GFP, zaprinast agonist (AID 2058); U2OS GPR35 beta-arrestin-GFP translocation imaging, zaprinast antagonism; higher % means a stronger effect; actives 0.052% (n = 290,000); inhibition, % at 10 µM; hits with a dose series show IC50 in µM;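 active means inhibition of at least 50% with at least 30 cells and total cytoplasm GFP at most 10,000,000; inconclusive means under 30 cells or total GFP of 10,000,000 plus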
West Nile antiviral = inhibition of WNV-induced cytopathic effect – cell-based, CPE readout (AID 1621). CPE inhibition, % at 10 µM; hits with a dose series show IC50 in µM. West Nile virus-infected cells, CPE inhibition; higher % means a stronger effect. actives 0.02% (n = 290,000); in the data active means a potency from the dose series; inconclusive means CPE inhibition mostly from about 3.7% at the one dose, without a potency; inactive means the rest, 99 in 100 with CPE inhibition below about 2.2%; further: strong numbers were not always called active
GPR55 LPI antagonism = GPR55 antagonists blocking LPI-driven arrestin recruitment, primary screen, imaging, U2OS, beta-arrestin-GFP, LPI agonist (AID 2013); inhibition, % at 10 µM, or IC50 in µM where a hit was titrated; U2OS GPR55 beta-arrestin-GFP translocation imaging, LPI antagonism; higher % means a stronger effect; actives 0.13% (n = 290,000);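 active means spots per cell inhibited over 60%, with over 100 cells counted and total cytoplasm intensity under 500,000; inconclusive means wells with under 100 cells, flagged as likely toxic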;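 further: U2OS cells stably carrying GPR55 and arrestin-GFP stimulated by 5 µM LPI near EC80; imaged beta-arrestin-GFP aggregate spots per cell after agonist stimulation; plate controls were LPI-stimulated DMSO wells for no effect and DMSO wells without LPI for full effect; some results filed as inactive read as strong as hits; confirmed hits need IC50 under 10 µM and bright autofluorescent wells are also inconclusive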
KOR beta-arrestin-1 = kappa opioid receptor activators – cell-based, luminescence, uHTS, primary screen (AID 1777); KOR beta-arrestin recruitment, luminescence; higher % means a stronger effect; activation, % at 10 µM, or EC50 in µM where a hit was titrated; actives 0.02% (n = 280,000); in the data active means activation above about 50%, passing the limit was not always enough; further: a part of the inactive calls stands beside numbers as strong as those of hits
KOR beta-arrestin-2 = kappa opioid receptor blockers – cell-based, luminescence, uHTS (AID 1778); KOR beta-arrestin recruitment, luminescence, antagonist mode; higher % means a stronger effect; inhibition, % at 10 µM, or IC50 in µM where a hit was titrated; actives 0.091% (n = 290,000); in the data active means inhibition above about 50%; further: strong numbers were not always called active
T cell HTS = T cell immune modulators affecting CD8 T cell-vesicle binding; 2C CD8+ T cell-vesicle binding, flow cytometry; hits give low values; calls only at 7 µM; actives 0.068% (n = 330,000);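 active means response, share of CD8 T cells binding vesicles, and their 90th percentile fluorescence all below set limits, cut at about 80% in these data, passing the limit was not always enough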
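Assay system: 2C TCR transgenic mouse naive CD8+ T cells, MACS-purified | Read-out: CD8+ gate FL2 mean fluorescence as % of same-row positive control | Signal: High-throughput flow cytometry with anti-B7-1 and anti-CD8 staining | Timing: Binding step 1.5 h, 37 °C, antibody labelling 20 min, ice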
NTR1 ag = agonists of NTR1, primary screen, imaging, U2OS cells, beta-arrestin-GFP, high content (AID 493036); P30989; NTR1-U2OS beta-arrestin-GFP spot imaging, agonist mode; activation, % at 20 µM; actives 0.17% (n = 330,000);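 active means activation at or above 40% of the spot to cytoplasm intensity ratio, with at least 20 cells analyzed; inconclusive means wells under 20 cells, flagged as cytotoxic or low count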;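 further: 0% = DMSO without peptide and 100% = 100 nM NTR1 peptide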
Target sequence (P30989 whole entry, looked up): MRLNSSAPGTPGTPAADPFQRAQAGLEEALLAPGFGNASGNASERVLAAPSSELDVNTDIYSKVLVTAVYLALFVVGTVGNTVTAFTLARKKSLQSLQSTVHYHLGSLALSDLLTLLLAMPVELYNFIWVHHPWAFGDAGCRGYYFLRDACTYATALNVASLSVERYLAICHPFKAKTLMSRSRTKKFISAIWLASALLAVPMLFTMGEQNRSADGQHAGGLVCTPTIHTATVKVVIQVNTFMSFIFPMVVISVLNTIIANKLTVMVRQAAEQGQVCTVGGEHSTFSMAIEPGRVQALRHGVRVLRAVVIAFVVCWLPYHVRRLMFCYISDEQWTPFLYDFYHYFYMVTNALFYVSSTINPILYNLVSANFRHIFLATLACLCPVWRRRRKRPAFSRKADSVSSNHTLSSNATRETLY
T cell HTS vesicle-bound % = further read-out of T cell HTS, marked with its call; double positive events, %; measured here: CD8+ vesicle-bound cell fraction;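 binding gate set so that unloaded-vesicle control wells show 10% double positive cells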
NTR1 ag cell count 20 µM = second read-out of NTR1 ag, no call of its own (marks repeat the call); cell count; measured here: cell count, cytotoxicity flag
Numbers without * were called inactive; i = inactive; ? = inconclusive; . = no result given; [ ] = another dose, or the depositor's remark.

SMILES	GPR55 beta-arrestin	PhoP inhibition	GPR35 antagonists	West Nile antiviral	GPR55 LPI antagonism	KOR beta-arrestin-1	KOR beta-arrestin-2	T cell HTS	T cell HTS vesicle-bound %	NTR1 ag	NTR1 ag cell count 20 µM
O=C(Nc1ccc(Br)cc1)c1nn(C23CC4CC(CC(C4)C2)C3)cc1Br	-0.1%	-10.1%	23.6%	0.1%	5.4%	13.1%	-33.6%	i	33.8	0.5	41
O=C(c1cc(F)ccc1F)C1CCCN(CCCc2ccccc2)C1 (stereo not drawn)	0.5%	-8.9%	9.3%	-0.9%	4.8%	-4.5%	12.1%	i	47.7	-1.3	92
O=C1CC(c2ccccc2)CC(O)=C1C=NCCN1CCN(C(=O)Cc2ccccc2)CC1 (stereo not drawn)	-0.1%	3.8%	7.8%	-0.3%	16.2%	3.7%	-40.0%	i	28.5	-1.1	96
C[C@]12CCC(=O)C=C1CC[C@@H]1[C@@H]2CC[C@@]2(C)[C@H]1CC[C@]2(C)O	-0.1%	-1.3%	0.5%	.	-5.5%	-2.8%	-6.5%	.	.	.	.
CN1C(=O)N(C)C(=O)C2(Cc3cc([N+](=O)[O-])ccc3N(C)C2c2ccccc2)C1=O (stereo not drawn)	-0.2%	-4.5%	5.8%	-0.1%	8.3%	-3.1%	2.6%	i	51.0	-0.6	34
O=[N+]([O-])c1cc(F)c(N2CCCCC2)cc1Br	-0.1%	-1.5%	-1.2%	0.0%	-2.4%	4.5%	10.0%	i	51.1	2.4	54
CCC1CO/C(=C(\C(Cl)=C(Cl)Cl)[N+](=O)[O-])N1Cc1ccc(Cl)nc1 (stereo not drawn)	-0.1%	3.8%	3.2%	0.3%	10.9%	-3.2%	2.3%	i	38.5	-1.8	41
C=CCc1cc(C=C2C(=O)NC(=O)NC2=O)cc(OC)c1OCc1ccc(C(=O)O)cc1	-0.4%	-9.2%	-7.2%	1.3%	3.1%	4.1%	-23.3%	i	46.7	-1.3	42
CC(=Nc1ccc2c(c1)CCC2)c1c(O)n(C2CCCCC2)c(=O)[nH]c1=O	-0.1%	2.6%	12.5%	0.2%	7.5%	27.3%	-22.4%	i	55.1	13.1	66
O=C1NC(=S)NC(=O)C1=Cc1ccc(Br)s1	-0.2%	23.0%	6.2%	?	18.9%	-1.2%	-10.9%	i	28.1	6.9	60
Clc1ccc2[nH]c3c(c2c1)CCNC3	0.8%	5.5%	-3.8%	-0.8%	-14.8%	-0.5%	-7.1%	i	61.5	-0.9	65
N#CC1=C(N)Oc2c(c(=O)oc3ccccc23)C1c1ccncc1 (stereo not drawn)	0.0%	-3.4%	13.0%	-0.1%	7.0%	-0.6%	-14.2%	i	4.7	-0.4	38
CCCCn1c(O)c(C(CC)=NC(C)c2ccccc2)c(=O)[nH]c1=O (stereo not drawn)	-0.2%	-20.1%	-0.6%	0.4%	-1.4%	-3.4%	15.9%	i	14.4	8.6	65
O=C(CN1CCN(CCO)CC1)Nc1ccc(Cl)cc1C(=O)c1ccccc1	0.3%	-8.0%	0.4%	0.0%	1.7%	-2.6%	19.1%	i	4.6	0.5	69
c1ccc(CNCCc2ccc3c(c2)OCO3)nc1	0.7%	5.4%	4.0%	-0.1%	11.5%	-4.9%	19.8%	i	46.8	0.2	50
COc1ccc(C(=O)C2CCCN(Cc3ccc(C)s3)C2)cc1OC (stereo not drawn)	0.2%	8.5%	-1.3%	-1.2%	2.1%	-6.9%	11.8%	i	42.6	1.5	57
Cc1nc2ccccc2c(=O)n1-c1ccncc1	0.3%	0.6%	-14.4%	-0.3%	-0.6%	.	-18.4%	i	29.1	1.1	56
CCOC(=O)C1(CCCc2ccccc2)CCN(C2CCCC2)CC1	-0.1%	-0.2%	18.7%	-1.2%	24.8%	-3.8%	4.6%	i	65.3	-0.5	46
COc1ccc(-n2c(SCCN(C)C)nc3ccccc3c2=O)cc1	-0.1%	-23.7%	-9.6%	0.0%	-9.4%	3.7%	2.2%	i	4.2	0.9	60
CCCN(CC#CCOc1ccc(OC)cc1)CCC	-0.1%	15.6%	14.7%	-0.6%	19.9%	3.1%	-15.8%	i	37.7	-2.1	63
CCN(CC)C(=O)Cn1cc(/C=C2\C(=O)NC(=O)N(c3ccccc3F)C2=O)c2ccccc21	-0.2%	-1.6%	22.2%	0.1%	8.1%	2.0%	18.9%	i	21.6	23.5	48
CN(CCOc1ccc(C=C2C(=O)NC(=O)NC2=O)cc1)c1ccccn1	-0.1%	-1.8%	4.9%	0.2%	12.6%	-2.2%	-1.3%	i	26.1	1.7	46
COC[C@]12CN(C)C3C4[C@H](OC)[C@H]1C3([C@@H](OC)C[C@H]2O)[C@@H]1C[C@@]2(O)[C@H](OC(=O)c3ccccc3)[C@@H]1[C@]4(OC(C)=O)[C@@H](O)[C@@H]2OC	.	3.6%	.	-0.4%	.	.	.	i	57.6	4.5	79
O=C(c1ccc(F)cc1Cl)N1CCC2(CC1)OCCO2	-0.1%	0.4%	7.7%	-0.4%	-4.8%	-2.0%	-11.0%	i	49.9	-0.3	79
COc1ccc(NC(=O)c2cn(CCC#N)nc2-c2cccc(Br)c2)cc1	0.2%	0.0%	-0.5%	-0.9%	-1.2%	-0.8%	-15.9%[20 µM]	i	18.5	0.9	49
COc1ccc(C2SCC(=O)Nc3c2c(C)nn3-c2ccccc2)cc1 (stereo not drawn)	-0.1%	-2.0%	-12.1%	0.3%	13.5%	3.0%	-4.7%	i	15.7	0.9	48
CN1CCN(c2cn[nH]c(=O)c2Cl)CC1	0.0%	-6.2%	18.1%	-0.7%	12.7%	-3.4%	-13.0%[20 µM]	i	44.4	-0.5	23
CC(O)(CS(=O)(=O)c1cccc(C(F)(F)F)c1)C(=O)Nc1ccc(C(F)(F)F)cc1 (stereo not drawn)	0.6%	-12.2%	1.2%	-1.7%	0.2%	3.2%	-9.5%	i	38.4	2.0	72
CC1CCCN(c2ccc(C(=O)N3CCC4(CC3)OCCO4)cc2[N+](=O)[O-])C1 (stereo not drawn)	0.2%	10.7%	-11.7%	-1.4%	-4.5%	-4.5%	-22.1%	i	53.8	3.6	53
Cc1ccc2c(c1)CC1(CN2C)C(=O)NC(=O)N(c2ccccc2C)C1=O (stereo not drawn)	-0.1%	-4.6%	2.1%	0.5%	5.4%	3.9%	24.7%	i	24.4	0.4	85
Clc1ccccc1Nc1ncnc(-n2cccc2)n1	0.0%	-5.4%	1.0%	0.2%	-13.4%	1.7%	-5.1%	i	48.5	1.4	105
CCc1ccc(N2C(=O)NC(=O)/C(=C/c3ccsc3)C2=O)cc1	1.1%	-5.4%	2.4%	0.0%	10.2%	0.0%	-12.9%	i	21.2	-0.9	33
COc1ccc(Nc2ncc(C(=O)N3CCC4(CC3)OCCO4)c3ccccc23)cc1	0.0%	-2.2%	-15.6%	0.3%	1.5%	-2.9%	10.9%	i	44.6	0.4	52
CCCCCCn1c(O)c(C=Nc2ccccc2N2CCOCC2)c(=O)[nH]c1=S	0.0%	-11.8%	7.6%	-0.2%	9.6%	7.9%	21.3%	i	27.9	26.1	51
COCCCn1c(N)c(C(=O)NCCC(C)C)c2nc3ccccc3nc21	-0.1%	-3.7%	-9.5%	1.0%	1.9%	2.3%	-28.5%	i	49.8	26.2	76
CCC(C)/C=C(C)/C=C/C1=CC2=C(Cl)C(=O)C(C)(OC(C)=O)C(=O)C2=CO1 (stereo not drawn)	0.5%	-3.5%	-16.9%	-0.7%	-1.6%	-2.5%	-3.9%	i	43.8	-1.4	75
CCC(=Nc1ccc(OC)cc1OC)c1c(O)n(C)c(=O)n(C)c1=O	-0.2%	6.8%	-10.3%	-0.7%	10.0%	-4.8%	-32.0%	i	24.3	2.6	66
CCCCCn1c(=O)c(C(=O)Nc2cc(C)ccn2)c(O)c2ccccc21	0.0%	5.6%	-1.4%	-2.3%	-5.7%	-0.7%	-37.5%[20 µM]	i	31.0	1.8	61
N=c1sccn1Cc1ccccc1F	0.3%	-3.6%	-8.1%	0.4%	9.8%	-3.6%	28.9%	i	15.6	.	.
O=c1[nH]c(=S)n(-c2ccccc2)c(O)c1/C=N/N1CCOCC1	0.2%	-0.9%	-10.2%	-0.3%	-0.9%	-0.3%	-18.0%	i	44.8	-1.4	97
NC(=O)Nc1cccc(C(F)(F)F)c1	-0.1%	-0.1%	6.6%	0.1%	-1.3%	-1.9%	19.5%	i	31.9	0.3	71
CN1CCN(c2ccc([N+](=O)[O-])c(Sc3nncn3C)c2)CC1	-0.1%	-4.1%	-3.7%	0.2%	5.8%	1.2%	-1.8%	i	52.0	3.3	82
CC(=O)c1ccc2c(c1)C1C(Cl)C(Sc3ccccc3[N+](=O)[O-])CC1C(c1ccccc1[N+](=O)[O-])N2 (stereo not drawn)	-0.3%	0.3%	-4.4%	0.5%	-8.8%	-3.4%	-0.7%	i	29.9	-0.6	77
O=c1[nH]c(=S)n(C2CC2)c(O)c1/C=N/Nc1ccccc1	-0.2%	4.2%	-2.7%	-0.7%	11.1%	4.1%	-7.3%	i	40.3	1.5	69
OC1/C(=C/c2ccc(C(F)(F)F)cc2)N2CCC1CC2 (stereo not drawn)	-0.1%	-1.7%	-7.3%	-0.4%	10.0%	-0.8%	-10.8%	i	55.1	4.7	26

In the list so far, these have a cyano group:
SMILES	GPR55 beta-arrestin	PhoP inhibition	GPR35 antagonists	West Nile antiviral	GPR55 LPI antagonism	KOR beta-arrestin-1	KOR beta-arrestin-2	T cell HTS	T cell HTS vesicle-bound %	NTR1 ag	NTR1 ag cell count 20 µM
N#CC1=C(N)Oc2c(c(=O)oc3ccccc23)C1c1ccncc1 (stereo not drawn)	0.0%	-3.4%	13.0%	-0.1%	7.0%	-0.6%	-14.2%	i	4.7	-0.4	38
COc1ccc(NC(=O)c2cn(CCC#N)nc2-c2cccc(Br)c2)cc1	0.2%	0.0%	-0.5%	-0.9%	-1.2%	-0.8%	-15.9%[20 µM]	i	18.5	0.9	49

Source: PubChem (several laboratories)

Only part of the results is shown; count on the stated rates, not on these rows.
